CaV13 ICDI inh = Disruptors of the CACNA1D IQ motif to Ca2+-dependent inactivation inhibitor domain association, primary screening, Förster resonance energy transfer in intact living …. HEK cells, CFP/YFP FRET ICDI-IQ, plate reader, 10 min; percent FRET-ratio fall versus neutral wells. inhibition, % at 12.3 µM. 0.098% of 340,000 active;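 active means mean replicate inhibition of at least 30% and at least 1% of replicates passing that level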;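 further: 0% = median of the neutral control wells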
NR2E3 ag-1 = human photoreceptor-specific nuclear receptor agonism | Q9Y5X4 | CHO-S Gal4-NCOR/VP16-NR2E3 two-hybrid, luciferase | inhibition of corepressor binding, % at 3.98 µM | 0.35% of 360,000 active | AID 602229;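 active means inhibition above the mean of all tested compounds plus 3 SD, cut at about 70% in these data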;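 further: 0% = DMSO with NR2E3 transfected cells and 100% = cells lacking NR2E3 construct; higher means lower luciferase signal from less NR2E3 corepressor binding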
Target sequence (Q9Y5X4 whole entry, looked up, the tested form may be a part): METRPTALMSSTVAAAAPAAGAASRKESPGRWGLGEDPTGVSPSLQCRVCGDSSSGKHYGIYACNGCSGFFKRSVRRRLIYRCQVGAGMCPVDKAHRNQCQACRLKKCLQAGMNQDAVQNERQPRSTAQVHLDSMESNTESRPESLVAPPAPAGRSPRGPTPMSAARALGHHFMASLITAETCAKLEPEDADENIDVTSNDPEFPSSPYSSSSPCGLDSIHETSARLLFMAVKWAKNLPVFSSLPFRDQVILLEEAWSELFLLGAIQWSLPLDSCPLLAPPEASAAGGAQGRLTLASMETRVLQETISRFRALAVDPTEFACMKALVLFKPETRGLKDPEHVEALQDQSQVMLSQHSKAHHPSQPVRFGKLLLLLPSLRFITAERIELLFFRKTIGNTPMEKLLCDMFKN
iPSC survival up = enhancers of human iPSC single-cell survival; hiPSC single-cell survival, ATPlite luminescence; 100% = ROCK inhibitor wells, 0% = DMSO; survival enhancement, % at 20 µM; 0.044% of 360,000 active; in the data active means survival enhancement above about 18%;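 further: cells exposed to compounds for 16 hours before the ATP read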
TRPM1 prom inh = inhibitors of MITF-driven TRPM1 promoter in melanoma cells | SK-MEL-5 TRPM1 promoter luciferase, 24 h | inhibition, % at 12.5 µM | 0.83% of 330,000 active | AID 488899;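 active means mean inhibition across replicates of 60% or more, whatever share of single replicates reaches that level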; further: values of inactives mirror those of a sister screen read the other way
Vif imaging = inhibitors of HIV Vif; HEK293T cells, Vif self-association by quenched fluorescence, imaging, 24 h; inhibition, % at 7.49 µM; 0.35% of 340,000 active; in the data active means inhibition above about 50%, passing the limit was not always enough; further: some results filed as inactive read as strong as hits
Exocytosis inh = blocks lytic granule exocytosis; TALL-104 LAMP-1 surface exposure, flow cytometry; cells stimulated with thapsigargin and PMA; inhibition, % at 10 µM; 0.66% of 360,000 active; AID 651702;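 active means inhibition above about 55%, limit read from the data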
aDG glyco act = increases alpha dystroglycan glycosylation; Pro5-aDG cells, alpha-DG glycosylation AlphaScreen (IIH6); 0% Pro5, 100% B10-LARGE cell signal; activation, % at 10 µM; 0.22% of 360,000 active;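 active means activation of at least 8% versus controls, or a plate z-score of at least 8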;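 further: Pro5 are CHO cells carrying HIG-tagged alpha-DG that lacks glycosylation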
PDI inh = inhibitors of human protein disulfide isomerase; P07237; PDI insulin aggregation turbidity, A650, 90 min; inhibition, % at 10 µM; 0.052% of 350,000 active; AID 588391;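 active means mean inhibition across replicates of 30% or more, whatever share of single replicates reach that level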;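 further: absorbance from insulin aggregation driven by PDI reduction with DTT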
Target sequence (P07237 whole entry, looked up): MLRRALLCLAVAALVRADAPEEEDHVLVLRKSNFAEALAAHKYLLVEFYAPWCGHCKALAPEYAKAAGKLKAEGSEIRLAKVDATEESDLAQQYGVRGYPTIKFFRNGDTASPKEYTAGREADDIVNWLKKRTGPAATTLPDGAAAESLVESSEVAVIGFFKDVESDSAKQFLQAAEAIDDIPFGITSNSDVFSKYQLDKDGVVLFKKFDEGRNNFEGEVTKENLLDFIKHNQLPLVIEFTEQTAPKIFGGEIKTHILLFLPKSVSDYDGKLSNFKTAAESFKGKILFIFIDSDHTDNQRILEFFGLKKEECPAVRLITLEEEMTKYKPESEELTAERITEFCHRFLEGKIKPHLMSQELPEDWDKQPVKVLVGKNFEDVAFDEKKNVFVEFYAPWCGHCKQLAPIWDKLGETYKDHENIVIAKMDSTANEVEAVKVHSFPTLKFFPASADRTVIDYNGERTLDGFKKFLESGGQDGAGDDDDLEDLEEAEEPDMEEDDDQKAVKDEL
Peg3 prom inh = reduces Peg3 promoter-driven luciferase expression in HeLa; AID 588405; inhibition, % at 20 µM; 1.7% of 360,000 active; HeLa PEG-Prom luciferase reporter, luminescence, overnight;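 active means inhibition of at least 50% at 20 µM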
HIF-2a block = blocks HIF-2a reporter activity | 0.72% of 360,000 active | inhibition, % at 18.8 µM | 786-0 RCC cells HIF-2a reporter, luciferase luminescence, overnight;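 active means inhibition of the luminescence signal of 40% or more relative to plate controls, in a single-dose primary screen at 18.75 µM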
NR2E3 ag-2 = activates human photoreceptor nuclear receptor NR2E3. AID 2300. 0.12% of 320,000 active. GST-NR2E3/biotin-RetCOR TR-FRET, 1536-well. inhibition of corepressor binding, % at 4.78 µM. Q9Y5X4;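 active means percent inhibition above the cutoff of mean plus 3 SD of all tested compounds, set per screening campaign, cut at about 20% in these data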;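 further: 0% = DMSO wells and 100% = biotin wells as full block of FRET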
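Assay system: NR2E3–RetCOR corepressor complex. Quantity: 1.35 nM GST-NR2E3. Buffer or medium: pH 7.5 Tris-based buffer. Reagent: biotinylated RetCOR corepressor at 7 nM final. Schedule: 5 h at 4 °C. Detection: TR-FRET, emission read at 617 and 671 nm. Replicates: one well per compound, singlicate testing.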
* marks the source's active call; other numbers are inactive results.

How did O=C(NN1C(=O)c2cc(Br)ccc2NC1c1cc(Br)cc(Br)c1O)c1ccncc1 (configuration not stated) do in these assays?
CaV13 ICDI inh: -5; NR2E3 ag-1: 5; iPSC survival up: 3.2; TRPM1 prom inh: 8; Vif imaging: 0; Exocytosis inh: -4; aDG glyco act: -0.3; PDI inh: -2; Peg3 prom inh: 1; HIF-2a block: 22; NR2E3 ag-2: 1

How did COc1ccc(C(=O)OCC(=O)NC2CCCCCC2)cc1OC do in these assays?
CaV13 ICDI inh: -5; NR2E3 ag-1: 0; iPSC survival up: -0.2; TRPM1 prom inh: 4; Vif imaging: 3; Exocytosis inh: -3; aDG glyco act: 0.1; PDI inh: 3; Peg3 prom inh: 6; HIF-2a block: 0; NR2E3 ag-2: 1

What do the screens show for `OCCCn1c(-c2ccccc2)csc1=Nc1ccccc1`?
CaV13 ICDI inh: -5; NR2E3 ag-1: -23; iPSC survival up: 5.1; TRPM1 prom inh: -2; Vif imaging: 5; Exocytosis inh: 1; aDG glyco act: -0.2; PDI inh: 7; Peg3 prom inh: -21; HIF-2a block: -53; NR2E3 ag-2: 2

How did COC(=O)c1cc2n(n1)CCN(Cc1ccc(C)cc1)C2=O do in these assays?
NR2E3 ag-1: -8; iPSC survival up: 4.5; TRPM1 prom inh: -11; Vif imaging: 2; Exocytosis inh: -1; aDG glyco act: -0.1; PDI inh: 1; Peg3 prom inh: 15; HIF-2a block: 21; NR2E3 ag-2: -2

How did Cc1cccc(Cn2nc(-n3cccc3)c3c(C)cc(C)nc32)c1 do in these assays?
CaV13 ICDI inh: -4; NR2E3 ag-1: -27; iPSC survival up: 3.6; TRPM1 prom inh: 10; Exocytosis inh: -3; aDG glyco act: 0.3; PDI inh: 2; Peg3 prom inh: 0; HIF-2a block: 4; NR2E3 ag-2: -3

What do the screens show for `CC(C)CC(=O)NC(=S)Nc1cccc2nsnc12`?
CaV13 ICDI inh: -7; NR2E3 ag-1: -1; iPSC survival up: -0.4; TRPM1 prom inh: -1; Vif imaging: -6; Exocytosis inh: 0; aDG glyco act: 0.1; PDI inh: -2; Peg3 prom inh: -22; HIF-2a block: -56

How did Cc1ccc(S(=O)(=O)c2nc(/C=C/c3ccccc3)oc2N2CCC(C(N)=O)CC2)cc1 do in these assays?
CaV13 ICDI inh: -7; NR2E3 ag-1: -14; iPSC survival up: -2.0; Vif imaging: 2; Exocytosis inh: -2; aDG glyco act: -0.4; PDI inh: 4; Peg3 prom inh: 25; HIF-2a block: -10

Results for CN(CC(=O)Nc1ccccc1C(=O)NC1CC1)Cc1ccc(Cl)s1 ?
CaV13 ICDI inh: -3; NR2E3 ag-1: 15; iPSC survival up: -0.2; TRPM1 prom inh: -8; Vif imaging: -6; Exocytosis inh: 0; aDG glyco act: 0.3; PDI inh: 4; Peg3 prom inh: 11; HIF-2a block: 5; NR2E3 ag-2: 4

How did O=C(CCC1CCCCC1)Nc1ccc(C(=O)c2ccncc2)cc1 do in these assays?
CaV13 ICDI inh: -2; NR2E3 ag-1: 3; iPSC survival up: -0.5; TRPM1 prom inh: -2; Vif imaging: -1; Exocytosis inh: 0; aDG glyco act: -0.1; PDI inh: -8; Peg3 prom inh: -4; HIF-2a block: 11; NR2E3 ag-2: 3

How did Cc1ccc(C(=O)NC(=S)N2CCN(c3ccccc3F)CC2)cc1 do in these assays?
CaV13 ICDI inh: -5; NR2E3 ag-1: 5; iPSC survival up: 0.0; TRPM1 prom inh: -7; Vif imaging: 0; Exocytosis inh: -5; aDG glyco act: 0.0; PDI inh: -2; Peg3 prom inh: -10; HIF-2a block: -13; NR2E3 ag-2: -3

What do the screens show for `Cc1cc(NC(=O)CCNS(=O)(=O)c2ccc3[nH]c(=O)oc3c2)ccc1Br`?
CaV13 ICDI inh: -3; NR2E3 ag-1: -26; iPSC survival up: 0.5; TRPM1 prom inh: 9; Vif imaging: 6; Exocytosis inh: 14; aDG glyco act: 0.5; PDI inh: 1; Peg3 prom inh: -9; HIF-2a block: 0; NR2E3 ag-2: 1

Results for CCCOc1ccc(-c2c(C(=O)N/N=C/c3ccc(C)o3)nnn2-c2nonc2N)cc1 ?
CaV13 ICDI inh: -8; NR2E3 ag-1: 1; iPSC survival up: -0.2; TRPM1 prom inh: 8; Vif imaging: -1; Exocytosis inh: -1; aDG glyco act: -0.1; PDI inh: -6; Peg3 prom inh: -2; HIF-2a block: -3; NR2E3 ag-2: -2

Results for c1ccc(OCCCCN2CCOCC2)cc1 ?
CaV13 ICDI inh: -8; NR2E3 ag-1: -7; iPSC survival up: 0.3; TRPM1 prom inh: 11; Vif imaging: 4; Exocytosis inh: -5; aDG glyco act: -0.2; PDI inh: 5; Peg3 prom inh: -14; HIF-2a block: -5; NR2E3 ag-2: -5

Results for O=C(NC1CCCC1)C(c1cccnc1)N(C(=O)c1ccco1)c1cccc(F)c1 (configuration not stated) ?
CaV13 ICDI inh: -7; NR2E3 ag-1: 2; iPSC survival up: -0.2; TRPM1 prom inh: -1; Vif imaging: -18; Exocytosis inh: -3; aDG glyco act: 0.0; PDI inh: 2; Peg3 prom inh: 11; HIF-2a block: 6; NR2E3 ag-2: -2

What do the screens show for `O=C(COC(=O)c1ccc(Cl)nc1)Nc1cccc(S(=O)(=O)N2CCCCC2)c1`?
CaV13 ICDI inh: -6; NR2E3 ag-1: 2; iPSC survival up: 0.2; TRPM1 prom inh: 2; Vif imaging: 11; Exocytosis inh: 4; aDG glyco act: -0.1; PDI inh: -3; Peg3 prom inh: 2; HIF-2a block: 17; NR2E3 ag-2: 2

Results for COc1ccccc1CCNC(=O)C1CC(=O)N(c2ccccc2F)C1 (configuration not stated) ?
CaV13 ICDI inh: -10; NR2E3 ag-1: 15; iPSC survival up: 2.7; Exocytosis inh: -5; aDG glyco act: 1.1; PDI inh: -3; Peg3 prom inh: 2; HIF-2a block: 3

How did CC(=O)Nc1ccc(S(=O)(=O)N2CCC(c3nc4ccccc4[nH]3)CC2)cc1 do in these assays?
CaV13 ICDI inh: -3; NR2E3 ag-1: -20; iPSC survival up: -1.5; TRPM1 prom inh: 14; Vif imaging: 4; Exocytosis inh: 6; aDG glyco act: 0.0; PDI inh: -1; Peg3 prom inh: 6; HIF-2a block: 4; NR2E3 ag-2: 3

How did CN(C)C(CNC(=O)c1cnc(Cl)c(Cl)c1)c1ccccc1 (configuration not stated) do in these assays?
CaV13 ICDI inh: -20; NR2E3 ag-1: -14; iPSC survival up: -0.2; TRPM1 prom inh: 11; Vif imaging: -14; Exocytosis inh: 7; aDG glyco act: 0.2; PDI inh: 11; Peg3 prom inh: -11; HIF-2a block: 9; NR2E3 ag-2: 0

What do the screens show for `Cc1c(NC(=O)C(Sc2ccccc2)c2ccccc2)cccc1[N+](=O)[O-]` (configuration not stated)?
CaV13 ICDI inh: -1; NR2E3 ag-1: -16; iPSC survival up: -0.9; TRPM1 prom inh: -14; Vif imaging: -10; Exocytosis inh: 59*; aDG glyco act: 0.7; PDI inh: -2; Peg3 prom inh: 11; HIF-2a block: 21; NR2E3 ag-2: 0

What do the screens show for `COCCn1c(N)c(Sc2ccc(C)cc2)c(=O)[nH]c1=O`?
CaV13 ICDI inh: -3; NR2E3 ag-1: -9; iPSC survival up: 0.0; TRPM1 prom inh: 7; Vif imaging: -3; Exocytosis inh: -4; aDG glyco act: -0.1; PDI inh: 4; Peg3 prom inh: 3; HIF-2a block: 5; NR2E3 ag-2: 7

What do the screens show for `Cc1cccc(N(CC(=O)N2CCN(c3ccccc3F)CC2)S(C)(=O)=O)c1`?
CaV13 ICDI inh: 13; NR2E3 ag-1: -15; iPSC survival up: 4.8; TRPM1 prom inh: 6; Vif imaging: 1; Exocytosis inh: 3; aDG glyco act: -0.3; PDI inh: -2; Peg3 prom inh: 5; HIF-2a block: 13; NR2E3 ag-2: -3

Results for C/C(=N\NC(=O)c1ccc(Cl)cc1)c1cccs1 ?
CaV13 ICDI inh: -2; NR2E3 ag-1: -102; iPSC survival up: -0.7; TRPM1 prom inh: -40; Vif imaging: 12; Exocytosis inh: 1; aDG glyco act: 0.0; PDI inh: 4; Peg3 prom inh: -65; HIF-2a block: -64

How did CC1=Nc2ccc(Br)cc2C(c2ccccc2)N1CC(=O)NN (configuration not stated) do in these assays?
CaV13 ICDI inh: 4; NR2E3 ag-1: -8; iPSC survival up: -0.9; TRPM1 prom inh: -8; Vif imaging: -4; Exocytosis inh: 0; aDG glyco act: -0.4; PDI inh: -4; Peg3 prom inh: 6; HIF-2a block: 19; NR2E3 ag-2: -2

How did COCCn1c(SCC(=O)Nc2ccc(F)cc2)nc2ccccc2c1=O do in these assays?
CaV13 ICDI inh: -18; NR2E3 ag-1: -11; iPSC survival up: -0.6; TRPM1 prom inh: -6; Vif imaging: -3; Exocytosis inh: 5; aDG glyco act: 0.2; PDI inh: -3; Peg3 prom inh: -4; HIF-2a block: 1; NR2E3 ag-2: 0

How did CN(C)S(=O)(=O)N1CCC(Oc2cccc(C(=O)N3CCSCC3)c2)CC1 do in these assays?
CaV13 ICDI inh: -4; NR2E3 ag-1: -7; iPSC survival up: 0.3; TRPM1 prom inh: 2; Vif imaging: -6; Exocytosis inh: 0; aDG glyco act: -0.1; PDI inh: 2; Peg3 prom inh: -1; HIF-2a block: -8; NR2E3 ag-2: 0

How did N#C/C(=C\c1c(Oc2ccccc2F)nc2ccccn2c1=O)C(=O)NC1CCS(=O)(=O)C1 (configuration not stated) do in these assays?
CaV13 ICDI inh: 0; NR2E3 ag-1: -33; iPSC survival up: -0.4; TRPM1 prom inh: 13; Vif imaging: 12; Exocytosis inh: 2; aDG glyco act: 0.1; PDI inh: 1; Peg3 prom inh: -1; HIF-2a block: 9; NR2E3 ag-2: -2

How did O=C(C[C@@H]1C/C=C\C[C@H](Cc2ccc(F)cc2)C(=O)OC[C@@H](c2ccccc2)NC1=O)NCCO do in these assays?
CaV13 ICDI inh: -4; NR2E3 ag-1: 9; iPSC survival up: -2.6; TRPM1 prom inh: -4; Vif imaging: 2; Exocytosis inh: -4; aDG glyco act: 0.2; PDI inh: -8; Peg3 prom inh: -1; HIF-2a block: 18

Source: PubChem BioAssay

Outcome played no part in choosing rows. Share with any hit: about 3.5%.
